Assay outcomes from PubChem BioAssay.
Nrf2 inh: inhibitors of Nrf2 signaling. A549 ARE-Fluc reporter, luciferase luminescence, 18-24 h. Potency, µM (doses to about 46 µM), for inactives: at the highest dose activity change, negative = inhibition, most hits filed as inhibitors. 2.1% of 360,000 active; further: potency means the concentration at half of the fitted maximal effect; on the % scale 0 is the no-effect control and ±100 the full control effect; nearly all actives have a fitted effect of over 60% in size
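Nrf2 activity is the BugLite luminescence, read 15 min after reagent at room temperature, following CellTiter-Fluor cytotoxicity readout (30 min, 37C). Compound titrations were applied for 18-24 h to 5000 A549 ARE_Fluc cells/well in 5% FBS OPTI-MEM.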
HepG2 tox: counter-screen for TGF-b inhibitors: cytotoxicity in HepG2 cells. HepG2 CAGA-GFP viability, ATP luminescence, 18 h. Potency, µM (series often up to 46.1 µM), inactives show at the highest dose activity change, negative = cytotoxicity, hits mostly cytotoxic. 0.76% of 410,000 active; further: potency means the concentration at half of the fitted maximal effect; some results filed as inactive show a strong effect at the top dose
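CellTiter-Glo luminescence gave cytotoxicity after 18 hours at 37 degrees C. The cells were HepG2 CAGA-GFP in 1% FBS DMEM, stimulated with 500 pg/mL TGF-beta after compound addition. %Activity was normalised to no-cell wells (complete cell-killing) and DMSO (no toxicity), and curves were fitted and classified.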
S2 tox: viability counter-screen for ATXN expression inhibitors; Potency, µM (titrated, usually from 56.7 µM), actives largely listed as cytotoxic; AID 651635; S2 cells (HEK-293 line with an ATXN2-luciferase reporter) viability, CellTiter-Fluor protease fluorescence, 24 h; 0.49% of 400,000 active; further: potency means the concentration at half of the fitted maximal effect; nearly all actives have a fitted effect of over 40% in size
Nrf2 ARE act: Nrf2 pathway activation. Potency, µM (titrated, usually from 46.1 µM), without a hit: top-dose activation, most hits filed as activators. AREc32 ARE-luciferase reporter (MCF7-derived line), luminescence, 24 h. 0.31% of 410,000 active. AID 624171; further: potency means the concentration at half of the fitted maximal effect; % of control where 0% means no effect; nearly all actives have a fitted effect of over 65% in size
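Nrf2 activation is followed as ARE-luciferase induction in the AREc32 line after one day of compound treatment; luminescence is read with Steady-Glo.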
A549 tox: A549 cytotoxicity, counter-screen for Nrf2 inhibitors | Potency, µM (highest dose often 46 µM), without a hit: top-dose activity change, negative = cytotoxicity, usual class: inhibitors | 0.16% of 390,000 active | A549 ARE-Fluc cells, CellTiter-Fluor viability, 18-24 h | AID 504648; further: potency means the concentration at half of the fitted maximal effect; on the % scale 0 is the no-effect control and ±100 the full control effect
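A549 ARE_Fluc cells in 5% FBS OPTI-MEM were exposed to compounds in concentration-response for 18-24 h at 37 deg C. Viability was read by CellTiter-Fluor fluorescence (Ex 405/Em 525) after 30 min, before the luciferase read.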
EPAC2 ag: agonists of human EPAC2 (RAPGEF4). EPAC2 activation, biochemical qHTS; response scale: 100% = 6.5 mM cAMP response. 0.079% of 360,000 active. Potency, µM (highest dose often 154 µM), inactives show top-dose activation, usual class: activators; further: potency means the concentration at half of the fitted maximal effect; nearly all actives have a fitted effect of over 50% in size
Target sequence (Q8WZA2 whole entry, looked up): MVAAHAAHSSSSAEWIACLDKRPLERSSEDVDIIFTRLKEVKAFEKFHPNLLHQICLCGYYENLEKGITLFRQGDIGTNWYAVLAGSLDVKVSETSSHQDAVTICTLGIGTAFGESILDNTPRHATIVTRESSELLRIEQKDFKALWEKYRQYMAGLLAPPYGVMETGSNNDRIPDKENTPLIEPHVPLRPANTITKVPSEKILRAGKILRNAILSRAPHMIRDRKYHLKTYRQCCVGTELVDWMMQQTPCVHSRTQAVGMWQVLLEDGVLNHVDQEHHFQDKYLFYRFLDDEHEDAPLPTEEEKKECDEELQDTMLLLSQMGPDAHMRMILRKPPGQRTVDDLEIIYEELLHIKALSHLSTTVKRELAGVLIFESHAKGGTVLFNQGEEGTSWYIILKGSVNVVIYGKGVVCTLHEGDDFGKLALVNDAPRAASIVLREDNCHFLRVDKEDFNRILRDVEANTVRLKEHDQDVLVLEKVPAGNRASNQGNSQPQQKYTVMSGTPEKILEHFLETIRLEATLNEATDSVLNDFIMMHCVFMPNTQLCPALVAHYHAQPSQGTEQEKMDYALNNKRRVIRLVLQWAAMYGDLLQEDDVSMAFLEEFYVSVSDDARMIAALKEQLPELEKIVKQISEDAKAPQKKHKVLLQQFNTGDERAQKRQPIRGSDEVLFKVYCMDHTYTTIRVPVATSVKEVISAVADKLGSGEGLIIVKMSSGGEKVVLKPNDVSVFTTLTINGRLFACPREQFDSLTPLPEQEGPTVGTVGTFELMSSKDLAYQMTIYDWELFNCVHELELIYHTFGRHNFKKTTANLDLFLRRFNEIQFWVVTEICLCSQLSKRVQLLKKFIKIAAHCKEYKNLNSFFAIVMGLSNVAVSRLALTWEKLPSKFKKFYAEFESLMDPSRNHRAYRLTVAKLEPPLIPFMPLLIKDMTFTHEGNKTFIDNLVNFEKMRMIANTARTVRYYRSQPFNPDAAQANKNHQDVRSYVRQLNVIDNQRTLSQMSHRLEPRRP
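Compounds were titrated in qHTS against a Rap1B-BODIPY-GDP (250 nM) complex with EPAC2 (100 nM) and GDP (50 uM). BODIPY-GDP release tracked at 480/540 nm over 30 min at room temperature, normalized to 6.5 mM cAMP.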
IL-2 act: activates IL-2 in a cell-based reporter assay. IL-2 activation reporter assay, cell-based qHTS; stimulated with anti-CD3/CD4/CD28 beads; in transgenic mouse T cells. activation, % (series mostly up to about 46 µM). 0.065% of 360,000 active; in the data active means activation above about 50%; inconclusive means mostly about 30% to 49%; further: 0% is about no effect
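Screening format: compound pinned onto unstimulated transgenic mouse T cells, 60 min incubation, then anti-CD3/anti-CD4/anti-CD28 bead stimulation for 18 hours at 37 degrees C, followed by EGFP and DsRed detection.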
TGFb inhibitor: blocks TGF-b signaling; HepG2 CAGA-GFP TGF-b/SMAD3 reporter, GFP fluorescence, 18 h; TGF-beta stimulated, 500 pg/mL final; Potency, µM (series often up to 46.1 µM), for the others: top-dose activity, negative = inhibition, most hits filed as inhibitors; 1.2% of 410,000 active; AID 588855; further: potency means the concentration at half of the fitted maximal effect; on the % scale 0 is the no-effect control and ±100 the full control effect; nearly all actives have a fitted effect of over 65% in size
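Inhibition was scored as loss of TGF-beta-induced (500 pg/mL final, 18 hours, 37 degrees C) GFP in HEPG2 cells carrying a CAGA-GFP reporter, in DMEM with 1% FBS. Well GFP was summed per cell; Activity was normalised to unstimulated and stimulated DMSO wells, then concentration-response fitting.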
ATXN2 expr inh: reduces ATXN2 reporter expression in HEK-293 cells; HEK-293 ATXN2-luciferase reporter, luminescence, 24 h; Potency, µM (highest dose often 57 µM), for the others: top-dose activity change, negative = inhibition, usual class: inhibitors; 0.72% of 360,000 active; further: potency means the concentration at half of the fitted maximal effect; on the % scale 0 is the no-effect control and ±100 the full control effect; nearly all actives have a fitted effect of over 55% in size
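ATXN2-luciferase reporter cells (luciferase flanked by upstream and downstream ATXN2 gene portions) were treated 24 h at 37 °C with compounds at up to 57 uM. SteadyGlo luminescence gave expression; GF-AFC fluorescence gave viability.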
Starred values were filed as active, the others as inactive; i = inactive; u = inconclusive; x = not tested or not shown; & = joins results of further samples; [ ] = dose if it differs, or a comment. Unless noted, the call rests on the fitted dose curve; in most records, active means well fitted curve in the direction sought with a large enough effect; inconclusive means small, poorly fitted or top-dose-only effect, or another doubt; inactive means no such curve, though single readings can be large; an effect the other way counts as inactive or inconclusive.

Molecule,TGFb inhibitor,A549 tox,S2 tox,ATXN2 expr inh,EPAC2 ag,HepG2 tox,Nrf2 ARE act,IL-2 act,Nrf2 inh
COc1ccc(NC(=O)CC2C(=O)N(c3ccc(OC)cc3)C(=O)N2CCc2cccs2)cc1 (stereo not given),9%,-17%,u,3%,7%,5%,0.6%,-1.1,-6%
Cc1oc(C(=O)O)cc1COc1ccccc1Cl,-2%,9%,i,2%,1%,3%,0.0%,-2.3,3%
CCCCCOC(=O)C1[C@H]2C(=O)N(Cc3cccs3)C[C@]23C=C[C@H]1O3 (stereo not given in full),-18%,-3%,i,-13%,6%,-6%,-0.6%,0.9,x
NS(=O)(=O)c1ccc(NC(=O)CSC2CCCCC2)cc1,-1%,12%,i,47%[activator],1%,17%,0.4%,-3.0,5%
Cc1ccccc1Nc1c(-c2ccc(N3CCOCC3)cc2)nc2cnccn12,-28%,-12%,u,38%[activator],15%,0%,5.8%,-0.3,6%
C=CCN1C(=O)NC2(CCCCC2)C1=O,-3%,-2%,i,0%,2%,5%,-1.0%,0.1,-8%
COc1ccc(N2C(=O)CN=C2Nc2nc(C)cc(C)n2)cc1,-4%,2%,i,1%,-2%,-22%,-1.0%,13,2%
CCS(=O)(=O)N1Cc2ccccc2CC1C(=O)Nc1nnc(SCc2ccc(C#N)cc2)s1 (stereo not given),0%,11%,i,-5%,21%,0%,3.2%,-1.3,-11%
COC(=O)COc1cccc2c(=O)n(CC(=O)NCc3ccccc3)ccc12,8.9µM*,1%,u,-2%,-2%,-39%,0.0%,-3.2,3%
Cc1cccc(NC(=S)NC2CCCC2)n1,u,1%,u,x,3%,-13%,0.8%,-0.1,-18%
O=C(NCCc1ccc(Cl)cc1)c1ncn[nH]1,22%,10%,i,7%,-9%,-10%,0.1%,4.4,4%
COc1ccc(C(=O)Nc2ccc(Nc3ccccc3)cc2)cc1[N+](=O)[O-],u,-16%,u,x,11%,-49%,4.1%,0.5,u
COc1ccc(-n2c3c(cc(-c4nc(-c5ccc(C)cc5)cs4)c2=O)C(=O)CC(C)(C)C3)cc1,45%[activator],10%,i,13%,x,-1%,0.3%,x,10%
COc1ccccc1CNC(=O)c1cccn1-c1nnc(N2CCCCC2)s1,0%,8%,x,x,x,-38%,0.0%,x,u
COc1ccc(CC(N)c2csc(Nc3cc(NCCCO)ncn3)n2)cc1 (stereo not given),u,x,i,u,4%,-14%,2.9%[9.22 µM],-0.7,x
COc1cccc(-n2c(-c3ccccc3)c[nH]c2=S)c1,-2%,0%,i,6%,6%,13%,-0.1%,0.3,-32%
CO/N=C/C(C#N)=C/c1cc(C(=O)c2ccccc2)cn1C,2%,u,i,-20%,1%,-5%,0.1%,0.5,u
CCOC(=O)CC1C(=O)NCCN1C(=O)c1c(F)cccc1F (stereo not given),26%,-3%,i,0%,3%,-18%,0.3%,-0.9,-10%
CCOC(=O)CC1CCCCN1Cc1cn[nH]c1-c1ccc(F)cc1F (stereo not given),-16%,1%,i,x,1%,2%,-0.4%,-0.1,0%
Cc1ccsc1/C=N/NC(=O)CNC(=O)c1ccc(S(=O)(=O)N2CCOCC2)cc1,4%,0%,i,x,3%,-4%,-0.2%,-1.8,u
Cc1ccccc1CNC(=O)CCNS(=O)(=O)c1ccc(OC(F)(F)F)cc1,2%,5%,u,12%,-1%,1%,0.3%,0.3,6%
Cc1cc(C)c(-c2c(N)cc(Br)cc2Br)c(N)c1,u,4%,i,-33%,13%,3%,5.5%,-0.9,-1%
Cc1cc(OCCn2cc(C(=O)c3ccco3)c3ccccc32)ccc1Cl,3%,-15%,u,-14%,x,0%,5.5%,x,u
CS(=O)(=O)N1CCC(C(=O)Nc2ccc(OCc3ccccc3)cc2)CC1,-24%,20%,u,-34%,6%,-7%,-0.2%,-0.3,1%
O=C(COCc1nc2ccccc2c(=O)[nH]1)NC1CCCC1,5%,-19%,i,-4%,1%,-15%,-0.4%,-2.9,x
CN(C(=S)NC1CCCCC1)C1(c2ccccc2Cl)CCCCC1=O (stereo not given),-21%,17%,i,0%,6%,0%,1.9%,0.6,u
CC1CC1C(=O)OCC(=O)Nc1ccc(Cl)cn1 (stereo not given),0%,0%,i,x,-5%,-2%,-0.2%,-0.7,22%
O=C(COC(=O)c1cc2ccccc2cc1O)NC1CCCCC1,-4%,3%,u,-19%,-3%,-18%,9.2%,-0.4,-12%
Nc1ncnc2c1cnn2C1CC(O)C(CO)O1 (stereo not given),6%,0%,i,2%,9%,12%,0.3%,-1.2,-8%
Cn1c(=O)c2c(nc(Br)n2CCCc2ccccc2)n(C)c1=O,-1%,0%,i,-21%,3%,-25%,0.4%,-2.4,x
CCOC(=O)C1CCCN(C(=O)c2ccccc2NS(=O)(=O)c2ccc(F)cc2)C1 (stereo not given),-2%,-25%,i,-6%,-1%,-1%,-0.5%,-0.3,1%
O=C(CCn1cnnn1)Nc1ccccc1,10%&9%,0%&1%,i,-4%&5%,3%,-15%&12%,-0.8%&-0.8%,1.9,0%
S=c1[nH]nc(-c2cccnc2)n1/N=C/c1ccc(Br)s1,-3%,0%,i,-16%,4%,-2%,-0.1%,-1.2,-7%
Cc1nnc(SCC(=O)c2cc(C)n(-c3ccc4c(c3)OCO4)c2C)s1,-27%,u,i,59%[activator],17%,-23%,4.2%,-1.4,-7%
CN1CC=C2C(C#N)=C(N)C(C#N)(C#N)[C@H](c3cccs3)[C@H]2C1,63%[activator],-18%,i,-10%,16%,-26%,7.9%,7.4,-15%
O=C(NCCCn1ccnc1)c1ccc2ccccc2c1,1%,-7%,i,4%,-1%,0%,0.6%,-1.4,u
O=C(CSc1nnc(-c2cccs2)o1)Oc1ccccc1,7%,-1%,x,x,x,3%,-0.8%,x,-7%
O=C(NCCC1CCCCN1S(=O)(=O)c1ccc(F)cc1)C(=O)Nc1ccccc1F (stereo not given),4%,4%,i,-3%,9%,5%,-0.1%,-0.1,-7%
COc1ccc(-c2noc(CSc3nc4ccccc4[nH]3)n2)cc1,0%,4%,i,-31%,x,-29%,0.5%,x,16%
CCN(CC(=O)Nc1ccc(NC(C)=O)cc1)C(=O)c1ccc(S(=O)(=O)N2CCCC2)cc1,-6%,-9%,i,-4%,9%,-8%,-0.4%,-0.3,-15%
Fc1ccc(N=c2ssnc2Cl)c(F)c1,-30%,-27%,i,-24%,0%,-26%,8.6%,-0.1,-6%
C#CCNC(=O)C1=C[C@H](c2ccc3c(c2)OCO3)C[C@H](OCc2ccc(CO)cc2)O1,4%,-2%,i,6%,2%,-8%,6.5%,0.2,3%
CC(C)c1ccccc1NC(=S)NCC1(N(C)C)CCCCC1,7%,1%,i,-21%,6%,-24%,-0.5%,-0.3,-8%
CCN(C(=O)c1cccc(Br)c1)C1CCS(=O)(=O)C1 (stereo not given),-2%,6%,i,-8%,10%,6%,-0.6%,0.5,-2%
Cc1ccc(/C=N/NC(=O)CSc2nc3ccccc3o2)cc1,u,9%,i,70%[activator],3%,-12%,9.0%,-0.1,19%
COc1ccc(CNC(=O)CN(Cc2ccc(C)cc2)C(=O)c2csnn2)cc1,u,3%,i,-11%,9%,-31%,-0.9%,0.5,3%
CC1(C)NC(=O)N(CCCCOc2ccc(Cl)cc2C=O)C1=O,-16%,1%,u,x,-3%,-1%,0.1%,-1.9,-5%
CCCCCCCNC(=O)C1(CC2CC(c3cccc(Br)c3)=NO2)CCN(C(=O)OC(C)(C)C)CC1 (stereo not given),-1%,-1%,i,34%[activator],-14%,-10%,-0.6%,0.7,u
COc1cc(OC)cc(-c2cc3nc(C)c(CCC(=O)O)c(=O)n3[nH]2)c1,-23%,2%,i,4%,2%,-26%,0.1%,-1.6,1%
O=C(Nc1ccccc1N1CCOCC1)c1ccc(Cl)c(S(=O)(=O)NCc2ccco2)c1,-10%,0%,u,x,9%,-17%,-0.7%,-1.8,-15%

(next part)
Molecule,TGFb inhibitor,A549 tox,S2 tox,ATXN2 expr inh,EPAC2 ag,HepG2 tox,Nrf2 ARE act,IL-2 act,Nrf2 inh
Cc1ccc(S(=O)(=O)NCc2csc(-c3cccs3)n2)cc1,u,2%,i,-13%,6%,-11%,11%,0.0,-18%
Cc1ccc2cc(CN(CCN3CCOCC3)C(=O)NCc3ccccc3)c(=O)[nH]c2c1C,4%,9%,i,4%,-3%,-4%,0.5%,1.1,6%
Fc1ccc(NC(=S)N2CCCC(c3ccccc3)=N2)cc1,-2%,-12%,i,14%,21%,2%,14%,-5.0,-3%
CN(C)CCCOc1nc2c(c(=O)n(C)c(=O)n2C)n1C,-2%,8%,i,0%,14%,-5%,0.0%,-0.6,5%
COCCN(C(=O)COC(=O)c1cc2ccccc2cc1O)c1c(N)n(Cc2ccccc2)c(=O)[nH]c1=O,u,-1%,i,2%,0%,-26%,0.1%,-0.7,10%
Cn1cccc1C(=O)N1CCc2ccccc2C1,10%,-2%,i,17%,9%,3%,0.2%,-2.8,5%
Cc1cccc(C(=O)OCC(=O)NCCN2C(=O)CSC2=O)c1[N+](=O)[O-],3%,-1%,i,12%,2%,10%,-1.2%,-0.3,11%
